Bioassay records from PubChem BioAssay.
HCV inhibitor – blocks hepatitis C virus. Huh7.5.1 HCVcc-Cre infection, luciferase reporter, 44 h. Potency, µM (series often up to 41.8 µM), without a hit: top-dose activity change, negative = inhibition, actives largely listed as inhibitors. 340,000 compounds, 3.4% hits; note: potency is the fitted concentration of half-maximal effect
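Infectious HCVcc-Cre (~0.5 moi) was added to cells just after compound, with cells seeded 4 h earlier at 1,000 per well. Luciferase activity after 44 h culture reported infection; substrate was incubated 15 min at room temperature before reading.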
HCMV inh – inhibitors of human cytomegalovirus. HFF cells, HCMV-luciferase reporter, 72 h; hits give low values. AID 1259415. 410,000 compounds, 4.5% hits. activity change, negative = inhibition, % at 57.5 µM; in the data active = activity change below about -60%; inconclusive = no clear call, values can overlap the other calls; inactive = above about -39%
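Two-dose cell screen: HFF monolayers treated with compounds and infected with luciferase-expressing HCMV at 1 PFU/cell, 72 h at 37C, then lysed for luciferase measurement.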
AmpC inh detg – inhibitors of E. coli AmpC beta-lactamase with detergent. P00811. AmpC hydrolysis of nitrocefin, absorbance 480 nm, 0.01% Triton. Potency, µM (highest dose often 114 µM), inactives show at the highest dose activity change, negative = inhibition, actives largely listed as inhibitors. 370,000 compounds, 0.041% hits. AID 485294;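 note: potency is the fitted concentration of half-maximal effect; 0% = no-compound wells and -100% = no-enzyme wells; nearly all actives have a fitted effect of over 25% in size; some results filed as inactive show a strong effect at the top dose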
Target sequence (P00811 whole entry, looked up): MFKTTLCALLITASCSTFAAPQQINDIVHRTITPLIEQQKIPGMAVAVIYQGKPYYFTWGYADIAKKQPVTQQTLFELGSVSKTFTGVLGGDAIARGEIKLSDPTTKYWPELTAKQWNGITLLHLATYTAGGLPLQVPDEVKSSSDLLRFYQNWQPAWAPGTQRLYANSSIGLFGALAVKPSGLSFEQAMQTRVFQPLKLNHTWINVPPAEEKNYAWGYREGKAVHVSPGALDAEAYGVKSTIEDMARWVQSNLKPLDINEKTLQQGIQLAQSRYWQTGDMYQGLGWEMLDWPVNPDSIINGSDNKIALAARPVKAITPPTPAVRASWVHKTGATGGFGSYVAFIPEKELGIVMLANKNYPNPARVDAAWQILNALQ
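20 mM phosphate pH 7.0 + 0.01% (detergent screen) or 0.0001% Triton X-100; 5.3 nM AmpC reagent; cpd preinc 15 min RT; nitrocefin (800 uM stock) to start; A480 q20 s × 4 min; Activity was normalised to no-enzyme and no-compound control wells.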
AMA1-RON2 inh – disrupts binding of P. falciparum AMA1 to RON2; Potency, µM (titrated, usually from 58.2 µM), for inactives: at the top dose activity change, negative = inhibition, actives largely listed as inhibitors; 360,000 compounds, 0.2% hits; AlphaScreen AMA1-biotinylated RON2 peptide binding;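 note: potency is the fitted concentration of half-maximal effect; 0% = vehicle wells and -100% = peptide control; nearly all actives have a fitted effect of over 45% in size; some results filed as inactive show a strong effect at the top dose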
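AMA1 (3D7) with his tag at 25 nM final met compounds first, then biotinylated RON2 peptide at 25 nM; detection used donor plus acceptor beads, 10 µg/mL apiece, read by AlphaScreen after 30 min at room temperature.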
Giardia FBPA inh – inhibitors of Giardia lamblia fructose-1,6-bisphosphate aldolase. Potency, µM (highest dose often 59.6 µM), inactives show at the top dose activity, negative = inhibition, actives largely listed as inhibitors. A8B2U2. purified Giardia FBPA. 290,000 compounds, 0.71% hits; note: potency is the fitted concentration of half-maximal effect; nearly all actives have a fitted effect of over 55% in size
Target sequence (A8B2U2 whole entry, looked up): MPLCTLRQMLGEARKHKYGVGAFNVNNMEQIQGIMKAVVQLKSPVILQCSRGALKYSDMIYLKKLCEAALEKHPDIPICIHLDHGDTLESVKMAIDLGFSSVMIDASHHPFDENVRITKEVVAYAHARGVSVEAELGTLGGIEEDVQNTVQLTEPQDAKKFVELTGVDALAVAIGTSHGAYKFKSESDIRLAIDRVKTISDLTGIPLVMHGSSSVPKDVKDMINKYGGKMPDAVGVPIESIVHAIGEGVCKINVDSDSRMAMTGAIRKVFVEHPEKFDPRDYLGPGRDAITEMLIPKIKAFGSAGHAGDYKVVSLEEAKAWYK
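40 nM FBPA preincubated 10 min at RT with compound (up to 57.5 uM final), then substrate plus GAPDH/TPI/NAD/arsenate coupling and diaphorase/resazurin added. Fluorescence read after 20 min at RT, 525/598 nm.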
Sm TGR inh – S. mansoni TGR enzyme inhibition; Q962Y6; purified TGR, DTNB reduction, TNB absorbance 405 nm; Potency, µM (top dose mostly 114 µM), inactives show at the highest dose activity change, negative = inhibition, actives largely listed as inhibitors; 360,000 compounds, 3% hits; AID 485364; note: potency is the fitted concentration of half-maximal effect; nearly all actives have a fitted effect of over 60% in size
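First, TGR (20 nM dispensed) and NADPH were mixed with compound. Second, a 15 min room-temperature incubation followed. Third, further NADPH and then DTNB were added to start the reaction. Finally, TNB absorbance was monitored kinetically.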
* marks the source's active call; other numbers are inactive results; ? = inconclusive; . = not tested or not shown; & = joins results of further samples; [ ] = another dose, or the depositor's remark. Unless noted, calls come from the whole dose curve; as a rule, active = well fitted curve in the direction sought with a large enough effect; inconclusive = small, poorly fitted or top-dose-only effect, or another doubt; inactive = no such curve, though single readings can be large; an effect the other way counts as inactive or inconclusive. Unless noted, % is set by controls: 0 for no effect and ±100 for the full control effect.

SMILES	HCV inhibitor	HCMV inh	AmpC inh detg	AMA1-RON2 inh	Giardia FBPA inh	Sm TGR inh
O=C(CSCc1ccc(F)cc1)N1CCN(c2ccc(Cl)cc2)CC1	.	?	-9%	.	.	2%
COc1ccc(N(CC(=O)NC(C)(C)C)C(=O)CCC(=O)Nc2nccs2)c(OC)c1	-1%	46	?	-1%	21%	11%
CCOc1ccc(S(=O)(=O)c2cn(CC)c3ccc(F)cc3c2=O)cc1	.	4	-9%	.	.	3%
CCOc1ccc(CCNC(=O)Cn2nc(C)c3c(C)n(-c4ccccc4)nc3c2=O)cc1OCC	?	-25&13	-11%&11%	-6%	5%	-13%&4%
CC(C)c1cc(C(=O)Nc2cc(Br)ccc2O)no1	-23%	9	-3%	14%	-4%	22%
NC(=O)CSc1nc2ccc([N+](=O)[O-])cc2[nH]1	27%	68	8%	14%	-10%	5%
COc1ccccc1OCC(=O)N1CC2(C)CC1CC(C)(C)C2 (stereo unspecified)	7%	42	1%	3%	7%	-2%
Cn1cc([N+](=O)[O-])c(C(=O)NNC(=O)c2ccc([N+](=O)[O-])cc2Cl)n1	3%	11	0%	51%[activator]	4%	-13%
c1ccc(CC2CCN(Cc3nc(-c4ccccc4)no3)CC2)cc1	?	-16	3%	2%	-3%	-2%
O=C(CNC(=O)[C@@H]1Cc2ccccc2CN1)NC1CCCCC1	4%	-30	-13%	8%	?	-3%
CCCn1c(=O)c2ccccc2n2c(=S)[nH]nc12	-2%	-10	2%	2%	?	-21%
CCCCn1c(N)c(N(CC(C)C)C(=O)c2ccncc2)c(=O)[nH]c1=O	7%	-38	?	19%	.	0%
COc1cc(-c2nnc(SCC(=O)N(C)C3CCS(=O)(=O)C3)o2)cc(OC)c1OC (stereo unspecified)	-16%	24	-11%	-10%	2%	1%
COc1ccc(C(C(=O)NC2CCCC2)N(C(=O)c2snc(-c3ccc(F)cc3)c2N)c2ccccc2)cc1 (stereo unspecified)	6%	7	?	-8%	3%	-18%
Cc1ccc(S(=O)(=O)N(C)c2ccc(OCC(=O)OCc3c(C)noc3C)cc2)cc1	3%&18%	18	6%	-6%	3%	-7%
CCOC(=O)c1ccc(N2C(=O)CC(N3CCC(Nc4ccc(F)cc4)CC3)C2=O)cc1 (stereo unspecified)	-13%	20	?	6%	-1%	56µM*
COc1ccc(C2=CC(=O)C=CC2=O)cc1	.	.	?	.	16µM*	0.89µM*
COCCOC(=O)c1c(C)oc2ccc(OC(=O)c3ccco3)cc12	1%	6	18%	3%	1%	2%
Cn1c(C(=O)N2CCCC(C(=O)NCc3ccc4c(c3)OCO4)C2)cc2sccc21 (stereo unspecified)	?	-13	-9%	-11%	14%	-6%
C=C(C)c1cc2c(ccc3ccc(=O)oc32)o1	-26%	-7	.	8%	.	.

Compound profiles, from the list above. Order of screens: HCV inhibitor | HCMV inh | AmpC inh detg | AMA1-RON2 inh | Giardia FBPA inh | Sm TGR inh
Record of `COCCOC(=O)c1c(C)oc2ccc(OC(=O)c3ccco3)cc12` : 1% | 6 | 18% | 3% | 1% | 2%
Record of `COc1ccc(C2=CC(=O)C=CC2=O)cc1` : . | . | ? | . | 16µM* | 0.89µM*
Record of `CCCCn1c(N)c(N(CC(C)C)C(=O)c2ccncc2)c(=O)[nH]c1=O` : 7% | -38 | ? | 19% | . | 0%
Record of `CCOC(=O)c1ccc(N2C(=O)CC(N3CCC(Nc4ccc(F)cc4)CC3)C2=O)cc1` (stereo unspecified) : -13% | 20 | ? | 6% | -1% | 56µM*
Record of `COc1ccc(C(C(=O)NC2CCCC2)N(C(=O)c2snc(-c3ccc(F)cc3)c2N)c2ccccc2)cc1` (stereo unspecified) : 6% | 7 | ? | -8% | 3% | -18%

Other results follow:
SMILES	HCV inhibitor	HCMV inh	AmpC inh detg	AMA1-RON2 inh	Giardia FBPA inh	Sm TGR inh
COC(=O)CCC(=O)NC1CC(C)(C)Cc2c1cnn2-c1ccccc1 (stereo unspecified)	2%	-26	?	-1%	10%	1%
CN(CC(O)CN)CC(O)CN1CCCCC1 (stereo unspecified)	11%	-9	-5%	66%[activator]	-3%	-13%
O=C(COc1ccc(Cl)cc1Cl)Nc1nc2n(n1)C(c1ccccc1)CC(=O)N2 (stereo unspecified)	-3%	31	?	2%	1%	-26%
CC1CCc2c(sc3ncn(N)c(=N)c23)C1 (stereo unspecified)	?	0	-2%	125%[activator]	3%	4%
O=S(=O)(Nc1cccc(-c2cn3cccnc3n2)c1)c1ccc(-c2ccccc2)cc1	4.5µM*	-77*	?	0%	11%	0%
Cc1ccccc1C(=O)Nc1ccccc1N1CCN(C(=O)c2ccccc2)CC1	-15%	-73*	-7%	-9%	-11%	-9%
Cc1cc(C)n(-c2nc3ccccc3nc2N2CCN(c3cccc(C)c3C)CC2)n1	.	15	11%	.	.	-3%
O=C(NCCc1ccc(Cl)cc1)c1ccc2c(c1)N(Cc1ccccc1)C(=O)CS2	.	?	11%	.	.	1%
Cc1onc(-c2ccccc2)c1C(=O)Nc1ccc2c(C)cc(=O)oc2c1	10%	25	-5%	4%	0%	4%
O=C1N[C@@H](Cc2cn(S(=O)(=O)c3ccccc3)c3ccccc23)C(=O)N[C@H]1Cc1ccccc1	11%	-6	.	-2%	.	.
COCCN(Cc1cc2cc(C)ccc2[nH]c1=O)S(=O)(=O)c1ccc(Cl)cc1	?	-92*	?	15%	6%	-23%
COc1cc(C(C#N)N2CCOCC2)ccc1O (stereo unspecified)	7%	5	?	30%[activator]	?	?
CCOC(=O)C1=C(COC(=O)CCOc2ccccc2)NC(=O)NC1C (stereo unspecified)	13%	-31	-10%	-5%	.	-2%
CCN1C(=O)/C(=C2\Sc3ccccc3N2CC)OC1=S	10%	-38	?	-3%	1%	-3%
Cc1ccc(S(=O)(=O)N2CCC(C(=O)N3CCCC(C(F)(F)F)C3)CC2)cc1C (stereo unspecified)	?	-35	0%	0%	.	0%
CCc1noc(C)c1C(=O)Nc1ccc(F)c(F)c1	2%	-20	?	20%	.	-1%
COC(=O)C1=C(C(C)=O)C(c2ccc(C)cc2)n2nnnc2N1 (stereo unspecified)	4%	-7	4%	5%	2%	5%
Cc1cc(C)c(NC(=O)COC(=O)Cn2nc(-c3ccccc3)oc2=O)c(C)c1	11%	101	.	6%	.	.
Cn1cccc1/C=N/n1cnnc1	1%	-3	6%	-11%	0%	-2%
Cc1ccc(N(CC#N)C(=O)CS(=O)(=O)c2cccc([N+](=O)[O-])c2)cc1	3%	-34	-13%	-12%	0%	?

Look-ups from the list.
Value for Cc1ccc(N(CC#N)C(=O)CS(=O)(=O)c2cccc([N+](=O)[O-])c2)cc1 under HCV inhibitor: 3%
Value for Cc1ccc(S(=O)(=O)N2CCC(C(=O)N3CCCC(C(F)(F)F)C3)CC2)cc1C (stereo unspecified) under HCMV inh: -35

Next compounds follow:
SMILES	HCV inhibitor	HCMV inh	AmpC inh detg	AMA1-RON2 inh	Giardia FBPA inh	Sm TGR inh
CCOCCCNC(=O)c1c(NC(=O)c2cc(=O)c3cc(C)c(C)cc3o2)sc2c1CCC2	.	24	8%	.	.	-4%
CN1CCN(C(=O)/C(C#N)=C/c2ccc(F)cc2)CC1	7%	1	3%	-2%	2%	-2%
Cc1cc(C)nc(SCC(=O)N2CCc3ccccc32)n1	1%	-10	.	11%	.	.
CC1(C)CC(=O)c2cn3ncnc3nc2C1	21%	24	-3%	0%	-1%	14%
COC(=O)c1ccccc1NC(=O)NCCc1c(C)nn(C)c1C	.	-9	-3%	.	.	0%
CC(=O)c1ccc(Cc2ccccc2)cc1	12%	115	-2%	63%[activator]	1%	1%
COc1cccc(NC(=O)COc2coc(CN3CCN(c4ccccc4)CC3)cc2=O)c1	?	-29	0%	10%	.	-33%
Cc1c(-c2ccccc2)sc2nc[nH]c(=S)c12	3%	32	-1%	66%[activator]	0%	8%
Cc1ccc(N=Cc2cc(Br)cc(Cl)c2O)cc1	-12%	-10	3%	8%	-6%	-3%
O=C(COc1cccc([N+](=O)[O-])c1)N/N=C/c1ccco1	10%	-28	9%	100%[activator]	-5%	.
Cc1ccc(OCC(=O)N(Cc2ccccc2)C(C)(C)C)c([N+](=O)[O-])n1	-11%	-15	-9%	-19%	-1%	-8%
O=C(Nc1ccc2c(c1)OCO2)NC1CCN(Cc2ccccc2)CC1	-5%	34	-5%	-8%	1%	4%
COCCN1CCN(C(=O)C2CCC(=O)N(CCc3ccccc3)C2)CC1 (stereo unspecified)	.	37	?	-1%	5%	-6%
CCc1nnc(NC(=O)C2CCN(C(=O)c3ccco3)CC2)s1	-27%	-3	?	9%	-10%	4%
Cc1ccc(/C=C/C(=O)Nc2ccccc2C(N)=O)o1	.	88	10%	.	.	22µM*
Cc1ccc(CN2C(=O)CSC(C)C2=O)cc1 (stereo unspecified)	13%	-1	-6%	-2%	1%	-5%
Cc1ccsc1C=Nc1c(C)n(C)n(-c2ccccc2)c1=O	8%	-9	-23%	2%	-9%	1%
CCOC(=O)C1CCCN(c2ncnc3c2nnn3C)C1 (stereo unspecified)	.	11	1%	.	.	1%
CC(=O)N1CCCSC1=Nc1ccccc1	19%	71	-8%	-3%	-1%	0%
CC(OC(=O)/C(C#N)=C/c1ccc(N(C)C)cc1)C(=O)N(C)Cc1ccccc1 (stereo unspecified)	?	19	0%	-5%	.	-5%
COc1cc(S(=O)(=O)N(C)C)ccc1F	-2%	-24	-6%	-13%	-1%	-1%
COc1cc(C(=O)NC(=S)Nc2ccc(NC(=O)c3ccco3)cc2)cc(OC)c1OC	?	-9	-1%	6%	?	-15%
CC1CN(C(=O)Nc2ccc3snnc3c2)c2ccccc21 (stereo unspecified)	?	-16	?	-9%	-24%	1%
CCc1ccc(OCC(=O)NNC(=O)c2cnccn2)c(Br)c1	1%	100	3%	97%[activator]	.	7%
Cc1ccc(NC(=O)Cc2cn3ccsc3n2)nc1	15%	16	?	-7%	3%	-17%
CCOC(=O)C1CCCCN1Cc1cccc(OC)c1OC (stereo unspecified)	1%	4	3%	-18%	?	7%
COc1ccccc1CNC(=O)c1ccccc1N	2%	39	-1%	2%	0%	6%
CC(=O)Nc1nonc1-c1nnc(SCC(=O)Nc2ccc(C)cc2C)n1C	.	-11	6%	.	.	-2%
CC(C)Oc1ccc(Cn2c(=O)oc3ccccc32)cc1	-7%	-32	-14%	-1%	5%	7%
O=C(NNC(=O)c1cccc2ccccc12)c1cccc(F)c1	-24%	-14	.	31%[activator]	.	.
Cc1ccc(OCC(=O)n2cnnc2N)c(C)c1	-9%	.	-11%	.	-3%	-5%
COc1ccccc1CNC(=O)c1ccccc1OC	10%	3	4%	7%	0%	4%
C/C(=N\Nc1ccc(Cl)cc1)c1ccccn1	.	41	-7%	24%	-18%	-31%
N#Cc1ccccc1NC(=O)Nc1cccc(Cl)c1	4%	15	2%	-4%	-4%	-32%
O=S(=O)(c1ccc(Cl)cc1)N1CCN(CCc2ccccc2)CC1	-10%	-28	-13%	12%	4%	2%
Cc1ccc(NP(=O)(Oc2ccccc2)Oc2ccccc2)cc1	28%	4	.	43%[activator]	.	.
COc1ccc(C(=O)N/C(=C\c2ccco2)C(=O)NC2CCS(=O)(=O)C2)cc1 (stereo unspecified)	8%	-1	-2%	-6%	6%	?
O=C(Cc1cn2ccsc2n1)Nc1nc2c(s1)CCCC2	2%	-28	-5%	-4%	1%	-14%[11.4 µM]
